PAFAH1B2 inh: inhibitors of human PAFAH1B2; P68402; recombinant PAFAH1B2, FP-rhodamine activity probe, fluorescence polarization; inhibition, % at 3.39 µM; 340,000 compounds, 1.2% hits;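 active = inhibition above the mean of all tested compounds plus 3 SD, cut at about 24% in these data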;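 also: 0% = enzyme with DMSO and 100% = wells lacking PAFAH1B2; many of its hits are not listed in these tables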
PREPL inh: inhibits the human prolyl oligopeptidase-like enzyme; Q4J6C6; recombinant PREPL, fluorescence polarization activity-based probe; inhibition, % at 5.96 µM; 320,000 compounds, 0.68% hits; in the data active = inhibition above about 43%;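 also: 0% = enzyme with DMSO and 100% = wells lacking enzyme; many of its hits are not listed in these tables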
Target sequence (Q4J6C6 whole entry, looked up): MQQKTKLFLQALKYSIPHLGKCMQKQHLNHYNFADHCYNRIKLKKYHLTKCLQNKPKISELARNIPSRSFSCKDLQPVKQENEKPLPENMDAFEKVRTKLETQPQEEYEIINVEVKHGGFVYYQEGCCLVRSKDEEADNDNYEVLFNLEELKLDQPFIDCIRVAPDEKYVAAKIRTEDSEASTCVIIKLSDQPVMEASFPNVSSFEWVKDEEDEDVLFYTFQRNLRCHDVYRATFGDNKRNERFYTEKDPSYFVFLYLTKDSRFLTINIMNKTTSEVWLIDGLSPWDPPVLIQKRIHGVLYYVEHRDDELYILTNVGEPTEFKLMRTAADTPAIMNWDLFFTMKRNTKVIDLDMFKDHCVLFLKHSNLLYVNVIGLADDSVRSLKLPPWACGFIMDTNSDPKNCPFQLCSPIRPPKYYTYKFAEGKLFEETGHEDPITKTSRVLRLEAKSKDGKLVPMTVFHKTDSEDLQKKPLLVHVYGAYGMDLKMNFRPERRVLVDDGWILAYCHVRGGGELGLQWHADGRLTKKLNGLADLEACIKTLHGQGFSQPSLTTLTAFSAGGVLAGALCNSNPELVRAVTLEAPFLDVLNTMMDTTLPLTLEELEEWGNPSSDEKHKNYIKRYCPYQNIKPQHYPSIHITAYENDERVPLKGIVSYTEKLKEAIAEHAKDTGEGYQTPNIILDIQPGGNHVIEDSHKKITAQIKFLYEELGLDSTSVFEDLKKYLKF
pPAFAH FP inh: pPAFAH (human) enzyme inhibition | recombinant pPAFAH, FP-rhodamine probe fluorescence polarization | inhibition, % at 3.39 µM | 330,000 compounds, 1.5% hits | Q13093;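 active = inhibition above the mean inhibition across the screen plus 3 SD, cut at about 25% in these data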;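 also: inhibitors block binding of the rhodamine activity-based probe so polarization drops; 0% = enzyme with DMSO and 100% = wells lacking pPAFAH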
GSTO1 inh: GSTO1 inhibition, counter-screen for RBBP9 inhibitors. P78417. recombinant GSTO1, activity-based probe fluorescence polarization. inhibition, % at 5.96 µM. 300,000 compounds, 1.1% hits. AID 1974;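 active = inhibition above the campaign mean inhibition plus 3 SD, cut at about 35% in these data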;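 also: 0% = GSTO1-1 with DMSO and 100% = wells lacking GSTO1-1 enzyme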
PAD4 inh: inhibitors of human PAD4 | recombinant PAD4, RCA probe fluorescence polarization | inhibition, % at 6.36 µM | 330,000 compounds, 0.41% hits;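 active = percent inhibition above a cutoff equal to the mean of all tested compounds plus 3 SD, cut at about 15% in these data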;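 also: 0% = PAD4 with RCA probe and DMSO and 100% = probe without PAD4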
PAFAH1B3 inh: inhibitors of human PAFAH1B3. Q15102. recombinant PAFAH1B3, FP-rhodamine probe, fluorescence polarization. inhibition, % at 3.39 µM. 340,000 compounds, 0.28% hits. AID 492972;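 active = inhibition above the screen-wide average of all tested compounds plus 3 SD, cut at about 25% in these data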;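 also: 0% = enzyme with DMSO only and 100% = wells lacking PAFAH1B3 protein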
LYPLA2 counter: blocks human lysophospholipase 2, a PME1 counter-screen | inhibition, % at 5.9 µM | 320,000 compounds, 0.38% hits | O95372 | recombinant LYPLA2, FP-Rh probe fluorescence polarization;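 active = inhibition above the screen-wide mean plus 3 SD, limit set per campaign, cut at about 26% in these data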;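 also: 0% = LYPLA2 with DMSO and 100% = wells lacking LYPLA2 enzyme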
PME-1 primary: blocks human protein phosphatase methylesterase 1. 320,000 compounds, 0.53% hits. Q9Y570. recombinant PME-1, FP-Rh probe fluorescence polarization. inhibition, % at 5.9 µM;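 active = inhibition above the campaign mean of all compounds plus 3 SD, cut at about 26% in these data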;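 also: competitive labeling of PME-1 active site by serine hydrolase directed probe; 0% = PME-1 with DMSO and 100% = wells lacking PME-1 enzyme; inhibitors block probe labeling so polarization falls and inhibition rises; many of its hits are not listed in these tables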
LYPLA1 inh: blocks human lysophospholipase 1, a PME1 counter-screen | recombinant LYPLA1, FP-Rh probe fluorescence polarization | inhibition, % at 5.9 µM | O75608 | 320,000 compounds, 0.16% hits;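 active = inhibition above the mean of all tested compounds plus 3 SD, set per campaign, cut at about 14% in these data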;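 also: inhibitors block serine hydrolase probe labeling of LYPLA1 so polarization falls; 0% = enzyme with DMSO and 100% = wells lacking LYPLA1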
Target sequence (O75608 whole entry, looked up): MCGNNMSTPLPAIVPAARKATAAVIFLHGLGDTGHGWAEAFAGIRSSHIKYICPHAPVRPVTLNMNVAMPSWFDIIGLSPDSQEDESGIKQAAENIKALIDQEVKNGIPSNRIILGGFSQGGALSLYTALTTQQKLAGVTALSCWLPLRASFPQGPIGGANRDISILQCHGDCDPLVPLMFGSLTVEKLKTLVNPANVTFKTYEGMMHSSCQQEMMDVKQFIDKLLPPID
* hit, by the source's call; x = not tested or not shown. An excerpt; the hit share may differ from the screen's.

SMILES | PAFAH1B2 inh | PREPL inh | pPAFAH FP inh | GSTO1 inh | PAD4 inh | PAFAH1B3 inh | LYPLA2 counter | PME-1 primary | LYPLA1 inh
CC1CCCC(NC(=O)C2CCN(S(=O)(=O)N3CCC4(CC3)OCCO4)CC2)C1C (stereo unspecified) | -1 | 2 | -1 | 4 | 1 | 1 | -3 | -1 | -1
C/C(Cc1ccccc1)=N/NC(=O)CNC(=O)C(c1ccccc1)c1ccccc1 | 9 | 12 | -1 | 12 | -1 | 17 | 2 | -6 | -6
CSc1ccc(NC(=O)NCCCN2CCN(c3ccccc3F)CC2)cc1 | -5 | 43* | 3 | 3 | -2 | 0 | -1 | -1 | 0
COc1ccc(CCN2C(=O)C3C4C=CC(C5CC45)C3C2=O)cc1OC (stereo unspecified) | -1 | -3 | -4 | -2 | -2 | 4 | -1 | -6 | -1
COc1ccc(OC)c(NC(=O)c2ccc(CSc3nnc(C)s3)cc2)c1 | -3 | 6 | 8 | -2 | -3 | 4 | -4 | 0 | -2
CCCCN(C(=O)CSc1c(C)c(C)cc(C)c1C)c1c(N)n(CCC)c(=O)[nH]c1=O | 0 | 3 | 4 | x | 1 | 3 | -4 | 7 | -1
Cc1cc(/N=C/N(C)C)on1 | 7 | 10 | 6 | 1 | 4 | 6 | -1 | -2 | -2
COC(=O)c1ccc(-n2c(C)cc(C(=O)COC(=O)CC3Sc4ccccc4NC3=O)c2C)cc1 (stereo unspecified) | -6 | -10 | 16 | -7 | -9 | -2 | -8 | -4 | -5
CCCn1c(-c2ccncc2)n[nH]c1=S | 6 | -3 | -2 | 10 | -3 | 1 | -1 | -4 | 1
O=C(CCc1ccccc1)Nc1cccnc1 | 3 | 3 | -5 | 3 | 1 | 1 | 2 | 4 | -1
COCOc1ccc(C2CC(=O)c3c(OCOC)cc(OCOC)cc3O2)cc1 (stereo unspecified) | 7 | 15 | 8 | 2 | 0 | 1 | 6 | 2 | -2
CC(C)c1ccc(/C=C2\SC(N3CCCC3)=NC2=O)cc1 | 11 | 8 | 3 | -5 | -1 | 7 | 1 | -6 | 0
O=C(Cc1ccc(Br)cc1)Nc1ccc(S(=O)(=O)N2CCCC2)cc1 | 8 | -18 | 1 | -3 | -2 | 4 | -7 | 1 | -6
Cc1ccc(C(=O)OCC(=O)NC(C)c2ccccc2)cc1C (stereo unspecified) | -3 | 0 | 17 | x | -4 | 4 | x | x | x
COc1ccc(C2C(C(=O)NCCN3CCOCC3)c3ccccc3C(=O)N2C2CCCCC2)cc1 (stereo unspecified) | x | 4 | 2 | -1 | 0 | x | 2 | -4 | -4
COc1ccc(CCN(CC(=O)NCc2ccc(F)cc2)C(=O)c2snc(C(N)=O)c2N)cc1OC | 4 | -4 | 4 | 1 | 4 | -6 | -1 | 0 | -1
N/C(=N\OCc1ccccc1)c1nonc1N | -1 | -14 | 4 | 0 | -4 | 6 | 14 | -1 | 3
O=C(CCc1ccncc1)NC1CCCc2c1cnn2-c1cc(F)cc(F)c1 (stereo unspecified) | -3 | -1 | 0 | 1 | 1 | -2 | -6 | -8 | 2
CC(C)C(=O)Nc1c(-c2ccccc2)c(=O)c2ccccc2n1C | 1 | 9 | 0 | 5 | 0 | 3 | 5 | -5 | 0
COc1ccc(CC(=O)NNC(=O)c2ccco2)cc1 | 6 | -1 | -3 | -1 | -6 | -2 | 5 | 12 | 0
O=C(Nc1ccccc1)N1CCC(C(=O)N2CCN(c3ccccc3F)CC2)CC1 | 5 | 16 | 3 | -4 | -3 | 3 | 5 | 5 | 3
Cc1ccc(C(=O)NCCCNC(=O)COc2ccc(Cl)cc2)cn1 | 0 | -4 | 7 | 0 | 1 | -2 | 5 | -4 | 3
COC(CNS(=O)(=O)c1cccc2nonc12)OC | 4 | -3 | -2 | 0 | -3 | 4 | -5 | -4 | 1
CC1(C)CC(=O)C2=C(C1)N(Cc1cccnc1)C(=O)C2(NC(=O)C1CC1)C(F)(F)F (stereo unspecified) | 8 | -3 | 5 | 3 | 1 | -5 | 1 | -2 | 4
CC1=C(C(=O)N2CCOCC2)C(c2ccc(Cl)cc2)NC(=S)N1 (stereo unspecified) | 1 | 2 | -4 | -7 | -4 | 4 | 1 | -3 | 2
O=C(NCC1CC1)C1(C(F)(F)F)CC(CCCO)CCCO1 (stereo unspecified) | 4 | 1 | 0 | 2 | -2 | 6 | -1 | 1 | -3
CCCCNS(=O)(=O)c1cc2c3c(c1)CCN3C(=O)CC2 | -1 | 3 | -1 | 12 | 5 | -6 | 2 | -13 | -2
Cc1cnc(NC(=O)CSC(=S)N2CCOCC2)s1 | 4 | 5 | 5 | 13 | -1 | 2 | -2 | -2 | -1
COc1ccc(S(=O)(=O)N(CC(=O)NCc2ccco2)c2ccccc2)cc1OC | -4 | -5 | 6 | -4 | -1 | -4 | 6 | 4 | -3
CCc1cccc(C)c1NC(=S)N1CCCCC1c1cccnc1 (stereo unspecified) | 4 | 19 | -4 | 4 | -1 | 5 | 0 | -2 | 0
COc1cc(CN2CCC(C(=O)NC3CCCC3)CC2)ccc1O | 1 | 1 | -1 | 7 | -3 | -3 | 1 | -6 | -1
CCCNC(=O)CSc1nc2ccccc2c(=O)n1CCC | -1 | -4 | -11 | -19 | 3 | 1 | -5 | 3 | 0
Cn1nc(OCCOc2ccccc2)ccc1=O | 1 | 10 | 3 | 0 | 4 | -1 | 10 | 3 | 4
O=C(Nc1ccncc1)c1cccc(S(=O)(=O)N2CCN(c3ccc(F)cc3)CC2)c1 | 6 | -48 | -7 | -5 | -1 | 2 | 40* | -5 | -11
CC1CCCN(C(=O)CSc2ncccn2)C1 (stereo unspecified) | 2 | -8 | -1 | 6 | -1 | 1 | -3 | 4 | 1
CC(=O)c1ccc(NC(=O)C(NC(=O)c2ccccc2)=C(C)C)cc1 | 6 | -7 | 1 | 5 | 0 | -3 | -2 | -4 | 3
N#C/C(=C/c1ccc(Br)o1)C(N)=O | 5 | 18 | 2 | 13 | -1 | 7 | -6 | 2 | -2
COc1ccc(S(=O)(=O)N2CCOCC2)cc1C(=O)Nc1cc(C)on1 | 2 | -3 | 3 | -2 | 7 | 10 | -4 | -3 | -4
Cc1cc(Cl)c(S(=O)(=O)N2CCSCC2)cc1OCC(N)=O | 2 | -11 | 5 | -1 | 4 | -5 | 2 | -1 | -1
COC(=O)CCc1n[nH]c(=O)[nH]c1=O | -2 | -3 | -2 | 2 | -1 | -12 | -1 | 1 | -1
NC(=O)Cn1nnc(-c2ccc(C(F)(F)F)cc2)n1 | 4 | 3 | -1 | 1 | 1 | 11 | -3 | 5 | -2
COc1ccccc1N(Cc1ccccc1)S(=O)(=O)c1cccc(C(=O)O)c1 | 7 | -2 | 34* | 2 | -2 | 8 | 3 | 0 | 2
CCN1CCN(CC(O)COC(c2ccccc2)c2ccccc2)CC1 (stereo unspecified) | 9 | 3 | -1 | -6 | 2 | 4 | -6 | 9 | 2
N#CCCN(Cc1ccccc1)C(=O)c1cccs1 | 7 | 5 | 0 | -1 | 31* | 0 | 2 | 0 | -1
COCc1cc(C)nc(SCC[N+](C)(C)CC(=O)Nc2cccc(C)c2)c1C#N | 1 | -3 | 2 | 1 | 0 | -3 | 2 | -1 | 3
Cc1cc(C)n(-c2nc3c(c(=O)[nH]c(=O)n3C)n2CC(O)c2ccccc2)n1 (stereo unspecified) | 2 | 3 | 2 | 6 | 1 | 4 | 8 | 18 | 5
CC1=C(C(=O)Nc2ccccn2)C(c2ccc(N(C)C)cc2)n2ncnc2N1 (stereo unspecified) | 1 | 12 | 0 | -1 | 1 | 9 | -2 | 0 | 1
CCCCOC(=O)c1ccc(NC(=O)C2CCCO2)cc1 (stereo unspecified) | 7 | -7 | 5 | 7 | 2 | -2 | 2 | 3 | 0

Brought forward from above: three entries, then new ones.
SMILES | PAFAH1B2 inh | PREPL inh | pPAFAH FP inh | GSTO1 inh | PAD4 inh | PAFAH1B3 inh | LYPLA2 counter | PME-1 primary | LYPLA1 inh
Cc1cc(C)n(-c2nc3c(c(=O)[nH]c(=O)n3C)n2CC(O)c2ccccc2)n1 (stereo unspecified) | 2 | 3 | 2 | 6 | 1 | 4 | 8 | 18 | 5
CC1=C(C(=O)Nc2ccccn2)C(c2ccc(N(C)C)cc2)n2ncnc2N1 (stereo unspecified) | 1 | 12 | 0 | -1 | 1 | 9 | -2 | 0 | 1
CCCCOC(=O)c1ccc(NC(=O)C2CCCO2)cc1 (stereo unspecified) | 7 | -7 | 5 | 7 | 2 | -2 | 2 | 3 | 0
Cc1cccc2cc(/C=N/NC(=O)CN3CCOCC3)c(Cl)nc12 | -1 | 9 | 0 | -3 | 0 | 0 | 5 | 4 | 5
O=C(c1ccccc1)C1Oc2ccccc2C2CC(c3cccs3)=NN12 (stereo unspecified) | 2 | -9 | 3 | -2 | 0 | 9 | -3 | -8 | -2
Clc1ccccc1-c1nc2ccccc2c2nncn12 | 2 | -3 | 11 | -2 | 0 | 8 | 1 | -1 | 3
COC1(OC)N=C(N)C2(C#N)C(c3ccc(F)cc3)C12C#N (stereo unspecified) | 5 | -7 | 5 | -4 | -2 | 0 | 2 | 0 | -1
CCN(CC)c1ccc(NC(=O)CCNC(=O)c2ccco2)cc1 | 1 | -2 | 8 | 1 | 0 | -2 | 0 | -2 | 2
CSc1ccccc1NC(=O)c1noc2c1CCC2 | 6 | 2 | 19 | 13 | 4 | 4 | 3 | 2 | -3
O=C(CCc1ccccc1)N/N=C\C1CC=CCC1 (stereo unspecified) | 2 | -26 | 2 | 5 | -10 | 5 | 5 | 0 | 6
Cc1ccc(NC(=O)N2CCC(C(N)=O)CC2)cc1 | 2 | -5 | 0 | 3 | 0 | 7 | 3 | -3 | 2
Cc1ccc(O)c(NC(=O)c2ccco2)c1 | -1 | 0 | 4 | 5 | 4 | 8 | 0 | -6 | 0
O=S(=O)(NNc1ccc(F)cc1F)c1cccc(Cl)c1 | 6 | -1 | 3 | 2 | -3 | 6 | 0 | 1 | 1
CC(C)(C)NC(=O)CSC(=Nc1cccc(F)c1)NC#N | -2 | 64* | 13 | -1 | -6 | -1 | 2 | 5 | -1
Cc1ccc(C)c(S(=O)(=O)N2CCCCC2CCNC(=O)C(=O)NCc2ccccc2)c1 (stereo unspecified) | 14 | -5 | 11 | -2 | 3 | 2 | 1 | 3 | 1
COc1ccc(OC)c(Cc2nnc(CCC(=O)NC3CCCCC3)o2)c1 | 5 | 15 | -1 | 1 | 1 | 7 | -4 | -4 | -3
CC(OC(=O)c1ccc2c(c1)C(=O)N(Cc1ccncc1)C2=O)C(=O)Nc1cccc(Cl)c1Cl (stereo unspecified) | -1 | 26 | 5 | 5 | -1 | -8 | 4 | 1 | -3
Cc1cc(C)n2c(Br)c(CSc3nc4ccccc4o3)nc2n1 | -2 | -52 | -1 | 5 | 0 | 10 | 3 | -4 | -3
CS(=O)(=O)c1sc2nc(-c3ccccc3)cc(-c3ccccc3)c2c1N | -3 | 2 | 6 | -2 | 5 | -8 | -5 | -4 | -3
CCC1(C)Cc2ccccc2-c2nc(NCCO)[nH]c(=O)c21 (stereo unspecified) | 5 | 3 | 4 | 5 | 3 | -6 | -6 | 3 | -1
CC1(C)CC(=O)c2cc3c(nc2C1)CC(C)(C)CC3=O | 9 | 4 | 3 | 8 | 5 | 1 | 12 | 5 | -1
Cc1ccc(NC(=O)CN(C)C(=O)CSc2nc3ccccc3o2)cc1 | 9 | -19 | 2 | 9 | 2 | 7 | 6 | -11 | 2

Screening results (PubChem BioAssay)
